AMA1-RON2 inh – qHTS for Inhibitors of AMA1-RON; Towards Development of Antimalarial Drug Lead: Primary Screen; Plasmodium falciparum AMA1 (3D7) - RON2 peptide interaction; AlphaScreen AMA1-biotinylated RON2 peptide binding; Potency, µM (doses to about 58.2 µM), inactives show top-dose activity change, negative = inhibition, most hits filed as inhibitors; 0.2% of 360,000 active;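 note: potency is the fitted concentration of half-maximal effect; 0% = vehicle wells and -100% = peptide control; nearly all actives have a fitted effect of over 45% in size; some results filed as inactive show a strong effect at the top dose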
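AMA1 (3D7) with his tag at 25 nM final met compounds first, then biotinylated RON2 peptide at 25 nM; detection used donor plus acceptor beads, 10 µg/mL apiece, read by AlphaScreen after 30 min at room temperature.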
Sm TGR inh – qHTS Assay for the Inhibitors of Schistosoma Mansoni Peroxiredoxins | Schistosoma mansoni thioredoxin glutathione reductase (TGR), Q962Y6 | purified TGR, DTNB reduction, TNB absorbance 405 nm | Potency, µM (titrated, usually from 114 µM), without a hit: at the highest dose activity change, negative = inhibition, usual class: inhibitors | 3% of 360,000 active | AID 485364, 2010; note: potency is the fitted concentration of half-maximal effect; nearly all actives have a fitted effect of over 60% in size
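First, TGR (20 nM dispensed) and NADPH were mixed with compound. Second, a 15 min room-temperature incubation followed. Third, further NADPH and then DTNB were added to start the reaction. Finally, TNB absorbance was monitored kinetically.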
Giardia FBPA inh – qHTS Assay for Inhibitors of Fructose-1,6-bisphosphate Aldolase from Giardia Lamblia. 0.71% of 290,000 active. purified Giardia FBPA. Potency, µM (doses to about 59.6 µM), without a hit: at the top dose activity, negative = inhibition, usual class: inhibitors. AID 2451, 2010. A8B2U2; note: potency is the fitted concentration of half-maximal effect; nearly all actives have a fitted effect of over 55% in size
Target sequence (A8B2U2 whole entry, looked up): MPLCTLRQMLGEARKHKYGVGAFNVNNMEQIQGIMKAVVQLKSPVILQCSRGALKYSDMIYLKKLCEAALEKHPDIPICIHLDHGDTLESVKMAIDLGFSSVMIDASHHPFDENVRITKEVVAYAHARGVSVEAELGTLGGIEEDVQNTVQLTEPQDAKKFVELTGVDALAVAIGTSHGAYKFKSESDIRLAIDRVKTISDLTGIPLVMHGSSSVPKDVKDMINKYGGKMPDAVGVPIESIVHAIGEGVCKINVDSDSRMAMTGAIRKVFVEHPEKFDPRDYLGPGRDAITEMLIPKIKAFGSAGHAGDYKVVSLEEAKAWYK
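Giardia FBPA (40 nM reagent) was preincubated 10 min at RT with compound (up to 57.5 uM final), then substrate plus GAPDH/TPI/NAD/arsenate coupling system with diaphorase/resazurin was added; resorufin fluorescence (525/598 nm) was read after 20 min.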
HCMV inh – qHTS Assay for inhibitors of the human cytomegalovirus (HCMV); 4.5% of 410,000 active; HFF cells, HCMV-luciferase reporter, 72 h; stronger effect = lower value; activity change, negative = inhibition, % at 57.5 µM; AID 1259415, 2018; in the data active = activity change below about -60%; inconclusive = no clear call, values can overlap the other calls; inactive = above about -39%
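Compounds were evaluated in HFFs infected with an HCMV luciferase reporter virus (MOI 1 PFU/cell). Luciferase in lysates collected 72 h post infection served as the replication measure.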
AmpC detergent – qHTS Inhibitors of AmpC Beta-Lactamase (assay with detergent) | AID 485294, 2010 | AmpC hydrolysis of nitrocefin, absorbance 480 nm, 0.01% Triton | 0.041% of 370,000 active | Potency, µM (titrated, usually from 114 µM), without a hit: at the highest dose activity change, negative = inhibition, usual class: inhibitors;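 note: potency is the fitted concentration of half-maximal effect; 0% = no-compound wells and -100% = no-enzyme wells; nearly all actives have a fitted effect of over 25% in size; some results filed as inactive show a strong effect at the top dose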
Target sequence (P00811 whole entry, looked up): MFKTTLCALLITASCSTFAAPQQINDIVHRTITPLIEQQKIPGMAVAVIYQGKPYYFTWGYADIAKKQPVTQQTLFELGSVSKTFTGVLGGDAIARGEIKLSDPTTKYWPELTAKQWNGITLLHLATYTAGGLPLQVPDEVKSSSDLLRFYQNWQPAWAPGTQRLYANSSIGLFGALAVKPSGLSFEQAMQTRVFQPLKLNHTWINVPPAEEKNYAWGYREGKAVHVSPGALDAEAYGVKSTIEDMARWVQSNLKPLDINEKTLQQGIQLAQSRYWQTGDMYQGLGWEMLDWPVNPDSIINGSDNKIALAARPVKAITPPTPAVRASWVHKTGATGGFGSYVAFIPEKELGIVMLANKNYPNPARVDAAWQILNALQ
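AmpC (5.3 nM in the dispensed reagent) in 20 mM phosphate pH 7.0 with 0.01% (detergent screen) or 0.0001% Triton X-100 was preincubated with compounds for 15 min at room temperature. Nitrocefin was then added from an 800 uM solution, and hydrolysis was followed at 480 nm.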
AmpC inh no detg – qHTS Inhibitors of AmpC Beta-Lactamase (assay without detergent). P00811. AmpC nitrocefin hydrolysis, absorbance 480 nm, 0.0001% Triton. Potency, µM (top dose mostly 57.1 µM), without a hit: at the highest dose activity change, negative = inhibition, most hits filed as inhibitors. 0.52% of 330,000 active. AID 485341, 2010;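 note: potency is the fitted concentration of half-maximal effect; plate controls were no compound for no effect and no enzyme for full effect; nearly all actives have a fitted effect of over 20% in size; some results filed as inactive show a strong effect at the top dose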
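20 mM phosphate pH 7.0 + 0.01% (detergent screen) or 0.0001% Triton X-100; 5.3 nM AmpC reagent; cpd preinc 15 min RT; nitrocefin (800 uM stock) to start; A480 q20 s × 4 min; Activity was normalised to no-enzyme and no-compound control wells.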
* hit, by the source's call; ? = inconclusive; nt = no result given; & = joins results of further samples; [ ] = dose if it differs, or a comment. Unless noted, calls come from the whole dose curve; as a rule, active = well fitted curve in the direction sought with a large enough effect; inconclusive = small, poorly fitted or top-dose-only effect, or another doubt; inactive = no such curve, though single readings can be large; an effect the other way counts as inactive or inconclusive. Unless noted, % is set by controls: 0 for no effect and ±100 for the full control effect. Compounds were not picked by outcome. About 7.8% of those tested had a hit in this group.

No.	SMILES	AMA1-RON2 inh	Sm TGR inh	Giardia FBPA inh	HCMV inh	AmpC detergent	AmpC inh no detg
1	NS(=O)(=O)c1ccc(CCNC(=O)CCNC(=O)c2ccco2)cc1	2.9%	11.8%	7.0%	15.3	-5.4%	-14.4%
2	CC(=O)Nc1ccc(/C=N/N2C(C)CCCC2C)cc1 (stereo not drawn)	7.3%	0.4%	13.2%	70.0	10.2%	-13.3%[11.4 µM]
3	CC1CCN(C(=O)CSc2nc(-c3ccc(C(C)C)cc3)no2)CC1	nt	12.1%	nt	6.8	-1.5%	nt
4	COc1ccccc1Nc1nc(N)nc(CN2CCCCCC2)n1	-12.6%	31.6µM*	-12.6%	33.8	-0.9%	-6.4%
5	CC1CN(C(=O)C2(C)CC2(Br)Br)CC(C)O1 (stereo not drawn)	-6.0%	0.0%	2.0%	-12.1	-1.4%	-3.0%
6	O=C(/C=C/NNC(=O)c1ccccc1)c1ccc(Br)cc1	17.6%	0.7%	-6.8%	39.2	?	-38.0%
7	O=C(O)C1CC=CCC1C(=O)Nc1ccc2c(c1)OCCO2 (stereo not drawn)	-0.4%	8.3%	-1.8%	?	3.2%	-13.9%
8	NS(=O)(=O)c1ccc(CCNC(=O)c2ccc(Cl)c(S(=O)(=O)N3CCCCC3)c2)cc1	18.7%	nt	nt	?	nt	-35.4%
9	CC(=O)c1ccccc1NC(=O)CSc1nnc(Cc2csc(C)n2)o1	-2.8%	-9.3%	nt	-11.2	-7.9%	7.1%
10	COc1ccc(C(=O)NCCOC(C)C)cc1OC1CCN(C(C)=O)CC1	1.3%	-4.3%	4.7%	4.3	-15.0%	-0.6%
11	CCCC(=O)c1ccc(-c2ccccc2)cc1	25.6%	-17.0%	1.1%	8.8	2.1%	-17.7%
12	CCC(=O)N1CCc2cc(S(=O)(=O)NC(CC(C)C)C(=O)NCCc3ccccc3)ccc21 (stereo not drawn)	nt	6.4%	nt	0.4	1.7%	nt
13	COc1ccc(CCNC(=O)C(Sc2ccccn2)c2ccccc2)cc1OC (stereo not drawn)	-0.4%	2.9%	1.6%	1.3	-9.1%	29.3%
14	CCOc1ccc(C(=O)c2cc([N+](=O)[O-])ccc2N2CCOCC2)cc1	-19.4%	5.1%	1.2%	-90.3*	6.9%	41.0%
15	CCOc1ccc(OCC(=O)NCCc2nc3ccccc3[nH]2)cc1	10.9%	3.9%	3.4%	11.6	0.3%	0.6%
16	O=C(NCc1ccco1)/C(=C\c1cccs1)NC(=O)c1ccsc1	1.9%[11.6 µM]	14.2%	0.5%	-20.0	-19.0%	-14.1%
17	Cc1cccc(C)c1NC(=O)c1cc2sccc2n1Cc1ccc(F)cc1	nt	-1.3%	nt	?	4.0%	nt
18	Cc1ccc(C(=O)OCC(=O)N(CC(C)C)c2c(N)n(Cc3ccccc3)c(=O)[nH]c2=O)s1	0.0%	-2.0%	nt	26.9	2.6%	-25.4%
19	Cc1cc(NS(=O)(=O)c2ccc(NC(=S)NC(=O)c3ccc(F)cc3)cc2)no1	39.1%[activator]	?	-0.2%	-31.5	?	-21.4%
20	COC(C(=O)Nc1ccnn1C1CCN(Cc2ccc(C)s2)CC1)c1ccccc1 (stereo not drawn)	1.5%	-8.1%	2.7%	-5.5	0.2%	-7.4%
21	COc1ccc(Cl)cc1NC(=O)c1c(NCc2ccc(C)o2)sc2c1CCCCC2	nt	3.55µM*	nt	17.0	3.3%	nt
22	CN(C)S(=O)(=O)c1ccc(C(=O)NCc2nnc(SCC(=O)c3ccccc3)o2)cc1	5.5%	-10.0%	9.0%	-1.3	0.5%	13.7%
23	COc1cc(-c2nc3n(n2)C(c2ccncc2)C2=C(CCCC2=O)N3)cc(OC)c1OC (stereo not drawn)	-1.5%	-4.3%	-4.9%	92.3	-0.9%	-17.3%
24	Cc1ccc(S(=O)(=O)Nc2ccc(-c3nnc(SCc4ccccc4Cl)o3)cc2)cc1	-3.0%	17.7%	1.0%	-83.5*	-2.7%	-20.1%
25	O=C(CCN1CCC(c2ccccc2)C1)c1cccs1 (stereo not drawn)	3.6%	-54.2%	-7.5%	?	-8.2%	-15.8%
26	COc1ccc(/C=C/C(=O)Nc2sc(C)c(C)c2C(=O)O)cc1	nt	4.1%	nt	73.0	12.1%	nt
27	CCC(=O)Nc1cccc(NC(=O)c2ccc(C)cc2Cl)c1	-3.8%	nt	-0.1%	40.7	1.6%	-1.0%
28	O=C(c1ccc2c(c1)CCN2S(=O)(=O)c1ccc(Cl)cc1)N1CCN(c2ccc(F)cc2)CC1	nt	0.4%	nt	?	25.9%	nt
29	Cc1ccc(OCCSc2nc3ccccc3n2CC(=O)N2CCOCC2)c(C)c1	nt	-21.1%	nt	7.5	-4.8%	nt
30	Cc1ccc(-c2nnc(Nc3ccc(Cl)cc3)c3ccccc23)cc1S(=O)(=O)N1CCOCC1	nt	4.6%	nt	-3.7	1.9%	nt
31	COc1cc(CCC(=O)OCC(=O)NCC2CCCCC2)cc(OC)c1OC	15.0%	3.4%	3.8%	-8.0	7.2%	53.4%
32	COc1ccc(OC)c(NC(=O)CSc2nnc3ccc(-c4ccncc4)nn23)c1	-9.0%	-2.7%	-19.2%	-21.3	?	-1.2%
33	O=C(Cn1cc([N+](=O)[O-])cn1)Nc1cccnc1	10.8%	-0.2%	-3.4%	13.7	8.6%	-12.6%
34	O=C(CC(c1cccs1)S(=O)(=O)c1ccccc1)c1ccc(F)cc1 (stereo not drawn)	-4.4%	5.7%	-4.9%	-6.6	-13.6%	-27.0%
35	COc1ccc(NC(=O)C2CCCCN2N)cc1OCC(C)C (stereo not drawn)	-13.2%	17.7%	?	98.6	-0.3%	14.6%
36	Cc1cc(=O)n(CCCc2ccccc2)[nH]1	-9.0%	-2.4%	nt	?	-11.5%	29.4%
37	Cc1ccc(OCC(=O)Nc2cc(-c3nn4c(C)nnc4s3)ccc2C)cc1	15.0%	-8.3%	3.7%	-9.0	-5.0%	-30.2%
38	CCOc1ccc(S(=O)(=O)NC2CC2)cc1	-15.6%	-13.1%	3.2%	17.9	-16.4%	0.4%
39	Cc1cc(CNC(=O)COC(=O)Cn2[nH]c(=O)c3ccccc3c2=O)cc(C)c1O	-10.6%	-32.8%	nt	-98.5*	-9.6%	-12.6%
40	O=C(Nc1ccccc1[N+](=O)[O-])C1(c2ccccc2)CCOCC1	-18.6%	12.5%	-0.4%	10.0	-2.5%	-2.3%
41	COc1ccc(N2CCN(C(=O)CSc3nnc4ncccn34)CC2)cc1	3.7%	-31.7%	?	-18.3	0.9%	-4.3%
42	COc1cc(Cl)c(NC2=CC(=O)C(=O)c3ccccc32)c(OC)c1	-18.2%	?	nt	-97.0*	5.7%	-13.5%
43	CCc1ccc(-c2nc(SCC(=O)c3c(N)n(C)c(=O)n(C)c3=O)n[nH]2)cc1	-2.2%	nt	nt	3.1	nt	-21.9%
44	COC(=O)Cc1ccc(NC(=S)N2CCCCC2C)cc1 (stereo not drawn)	18.2%	-1.3%	-0.6%	-2.1	-8.5%	-16.1%
45	COC(=O)c1ccc(NC(=O)Cc2ccc(C)cc2)cc1	3.6%	-10.2%	3.3%	2.0	2.8%	0.2%
46	COC(=O)c1cc(OC)c(OC)cc1N1C(=O)CCCC1=O	-6.2%	-0.6%	-4.9%	nt	-13.3%	-2.2%
47	Cc1ccc(-c2cn(S(=O)(=O)c3cccc4nsnc34)nc2N)cc1	-2.4%	4.0%	0.9%	-30.3	-1.2%	nt
48	CC(/C=N/Nc1nc(C)cc(C)n1)=C\c1ccc(C(C)C)cc1	35.9%[activator]	-6.8%	-12.4%	-3.9	?	0.7%
49	COc1cc2cc(C(=O)N/N=C/c3ccccc3Cl)[nH]c2cc1OC	-2.5%	-0.5%	0.6%	-10.8	1.6%	-49.9%
50	CCN(CC)CCCNC(=O)c1cn(C)c2ccc(S(=O)(=O)N(C)C3CCCCC3)cc2c1=O	0.0%	-12.1%&-2.3%	1.8%	-2.8&-5.7	-5.8%&4.3%	5.1%
51	Cc1ccc(SCCC(=O)Nc2ccc(OCc3ccccc3)cc2)cc1	-8.7%	-5.2%	0.4%	-0.5	-1.8%	-31.6%
52	O=C(OCC(O)CO)c1ccccc1Nc1ccnc2cc(Cl)ccc12 (stereo not drawn)	-10.7%	-5.2%	-24.1%	-0.3	?	25.4%
53	Cc1ccccc1NC(=O)COC(=O)/C=C/c1cccc(C(F)(F)F)c1	-7.5%	2.6%	5.9%	-10.2	-6.2%	-26.6%
54	CC1(C(=O)NC2CCCCCCC2)CC1(Cl)Cl (stereo not drawn)	-1.3%	-19.3%	2.4%	5.2	0.8%	-3.7%
55	Cn1cnc([N+](=O)[O-])c1Sc1nnc(-c2cccnc2)n1C	6.0%	0.447µM*	1.7%	20.8	-5.4%	-17.3%
56	CCOC(=O)c1[nH]cnc1C(=O)N1CCN(C(=O)OC(C)(C)C)CC1	5.7%	-8.4%	nt	0.8	-0.4%	-10.5%
57	COc1ccc(/C=C(\NC(=O)c2ccccc2)C(=O)NCC2CCCO2)cc1 (stereo not drawn)	-7.0%	66.2%[activator]	4.9%	19.3	0.9%	4.2%
58	Cc1c(NC(=O)Nc2ccc(F)c(Cl)c2)c(=O)n(-c2ccccc2)n1C	nt	5.5%	nt	1.9	10.1%	nt
59	CCN(CCCNC(=O)C1CCN(S(=O)(=O)CC)CC1)c1cccc(C)c1	-0.2%	3.7%	nt	14.7	?	55.2%
60	COc1cc(OC)cc(C(=O)NC(=S)Nc2nnn(C)n2)c1	81.5%[activator]	?	3.54µM*	-5.3	-2.0%	-22.8%
61	Cc1c2cnn(CC(=O)N3CCOCC3)c(=O)c2c(C)n1Cc1ccccc1F	-2.6%	-18.7%	3.1%	-5.3	-6.9%	16.9%

Rewritten with two lines to a compound: part of the list above.
Value order: AMA1-RON2 inh, Sm TGR inh, Giardia FBPA inh, HCMV inh, AmpC detergent, AmpC inh no detg
44. COC(=O)Cc1ccc(NC(=S)N2CCCCC2C)cc1 (stereo not drawn)
    18.2%, -1.3%, -0.6%, -2.1, -8.5%, -16.1%
54. CC1(C(=O)NC2CCCCCCC2)CC1(Cl)Cl (stereo not drawn)
    -1.3%, -19.3%, 2.4%, 5.2, 0.8%, -3.7%

Assay outcomes from PubChem BioAssay.
